Assay outcomes (PubChem)
CaV13 ICDI inh: Primary screen for inhibitors of IQ motif and Ca2+-dependent inactivation inhibitor domain binding in CACNA1D, Förster resonance energy transfer in living cells, … | inhibition, % at 12.3 µM | 0.098% of 340,000 active | AID 743397 | HEK cells, CFP/YFP FRET ICDI-IQ, plate reader, 10 min; percent FRET-ratio fall versus neutral wells;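 active = mean replicate inhibition of at least 30% and at least 1% of replicates passing that level; inconclusive = only one of the two criteria is met; inactive = neither criterion is met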;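 note: 0% = median of the neutral control wells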
aDG glyco act: activators of alpha-DG glycosylation, primary screen, uHTS, Pro5-aDG cells, AlphaScreen | alpha-DG glycosylation AlphaScreen (IIH6); 0% Pro5, 100% B10-LARGE cell signal | activation, % at 10 µM | 0.22% of 360,000 active;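 active = activation of at least 8% versus controls, or a plate z-score of at least 8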;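 note: Pro5 are CHO cells carrying HIG-tagged alpha-DG that lacks glycosylation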
Vif inh: HIV Vif self-association inhibitors, primary screen, imaging, HEK293T, single point; HEK293T cells, Vif self-association by quenched fluorescence, 24 h; inhibition, % at 7.49 µM; 0.35% of 340,000 active; in the data active = inhibition above about 50%, passing the limit was not always enough; inconclusive = no clear call, values can overlap the other calls; inactive = below about 31%; note: some results filed as inactive read as strong as hits
MC4R ag barr: MC4R agonists recruiting beta-arrestin, primary screen, cell-based, luminescence, agonist arm of biased-ligand search; U2OS MC4R beta-arrestin complementation; percent of melanotan II response, DMSO zero; 0.98% of 360,000 active; activation, % at 8.9 µM;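 active = activation above a per-plate cutoff, the mean activation of sample wells on that plate plus 3 SD, cut at about 8% in these data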
Target sequence (P32245 whole entry, looked up): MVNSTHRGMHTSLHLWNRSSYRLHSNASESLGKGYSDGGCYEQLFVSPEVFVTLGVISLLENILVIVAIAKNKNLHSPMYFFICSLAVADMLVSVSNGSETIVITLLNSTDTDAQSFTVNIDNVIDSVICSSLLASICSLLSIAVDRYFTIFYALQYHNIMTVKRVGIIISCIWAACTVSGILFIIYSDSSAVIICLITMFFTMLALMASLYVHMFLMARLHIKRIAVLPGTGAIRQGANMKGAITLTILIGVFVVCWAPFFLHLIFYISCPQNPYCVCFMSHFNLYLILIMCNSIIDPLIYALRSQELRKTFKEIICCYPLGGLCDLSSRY
ABCB6 inh MLPCN: ABCB6 transporter inhibitors, primary screen, K562-ABCB6 cells, flow cytometry, MLPCN library; fluorescence ratio to DMSO, % at 10 µM; ATP-binding cassette sub-family B member 6 (Homo sapiens), Q9NP58; 0.19% of 360,000 active; K562-ABCB6 porphyrin accumulation, 1 h; hits give low values; AID 602162, 2011;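 active = fluorescence ratio to DMSO below 75%, the collection mean minus 3 SD; inconclusive = too few cells collected in the well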;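 note: signal is porphyrin accumulated inside mitochondria; 100% equals median channel fluorescence of DMSO control wells; lower ratio means ABCB6 inhibition with less porphyrin fluorescence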
MC4R antag cAMP: MC4R antagonists of cAMP signaling, primary screen, cell-based, TR-FRET, antagonist arm of biased-ligand search; Melanocortin receptor 4 (Homo sapiens), P32245; MC4R-expressing cells, MTII-stimulated cAMP, LANCE TR-FRET; inhibition, % at 6.5 µM; 0.48% of 360,000 active;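 active = inhibition above its plate's cutoff, the mean of tested wells on that plate plus 3 SD, cut at about 29% in these data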;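 note: 0% = Melanotan II alone and 100% = Melanotan II plus saturating MCL0020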
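Material: human MC4R-expressing U2OS cells. Probe or stimulus: Melanotan II challenge. Dosing: 6.5 µM single dose. Times: 30-min compound, 1-h challenge, 1-h detection, room temperature. Technique: TR-FRET with Eu-cAMP and labeled anti-cAMP, 671 nm. Replication: singlicate.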
m5-HT2A agonist: mouse Htr2a agonists via beta-arrestin recruitment, primary screen, cell-based, luminescence | 5-hydroxytryptamine receptor 2A (Mus musculus), P35363 | CHO-K1 mHTR2A beta-arrestin complementation; percent of 30 µM serotonin response | activation, % at 7.6 µM | 0.66% of 360,000 active;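 active = activation above a run cutoff, the mean activation of all tested compounds plus 3 SD, cut at about 14% in these data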;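 note: 0% = plate median of compound wells and 100% = 30 µM serotonin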
Target sequence (P35363 whole entry, looked up): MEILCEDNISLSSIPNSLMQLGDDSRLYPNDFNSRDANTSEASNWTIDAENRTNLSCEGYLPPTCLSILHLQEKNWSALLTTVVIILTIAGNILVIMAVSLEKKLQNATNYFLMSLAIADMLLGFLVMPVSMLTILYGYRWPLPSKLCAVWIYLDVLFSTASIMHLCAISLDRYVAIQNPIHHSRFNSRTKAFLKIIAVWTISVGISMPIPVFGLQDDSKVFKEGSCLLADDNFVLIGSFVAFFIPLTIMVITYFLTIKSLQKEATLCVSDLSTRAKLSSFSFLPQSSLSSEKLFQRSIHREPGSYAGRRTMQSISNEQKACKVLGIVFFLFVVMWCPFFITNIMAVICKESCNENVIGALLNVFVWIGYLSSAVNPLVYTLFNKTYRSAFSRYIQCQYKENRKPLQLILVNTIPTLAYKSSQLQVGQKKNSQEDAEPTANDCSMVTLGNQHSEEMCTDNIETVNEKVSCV
PDI turbidity: inhibitors of human PDI, primary screen, biochemical, turbidity, single point, plate reader | Protein disulfide-isomerase (Homo sapiens), P07237 | PDI insulin aggregation turbidity, A650, 90 min | inhibition, % at 10 µM | 0.052% of 350,000 active | AID 588391, 2011;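 active = mean inhibition across replicates of 30% or more, whatever share of single replicates reach that level; inconclusive = mean inhibition below 30% while every single replicate reaches 30%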;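 note: absorbance from insulin aggregation driven by PDI reduction with DTT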
H9c2 protect: cardioprotection against H2O2-induced cell death, primary screen, uHTS, H9c2 cells, ATPLite luminescence; H9c2 cardiomyocytes, H2O2 injury protection, 2 h; protection from H2O2 cell death, % at 20 µM; 0.63% of 360,000 active;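 active = compounds giving at least 50% protection of heart cells from peroxide-induced death in the single-dose screen, raw or plate-pattern-corrected value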;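 note: 0% = DMSO wells with peroxide and 100% = DMSO wells without peroxide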
N-glyco inh: increase of ERlucT glycosylation luciferase signal, primary screen, N-linked glycosylation inhibitor project, D54 ERlucT cells, luminescence, set 2; D54 ERlucT glycosylation luciferase reporter, 24 h; percent of 100 nM tunicamycin response; reporter increase, % at 12.5 µM; 0.23% of 360,000 active;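 active = mean luciferase reporter signal, scaled so untreated is 0 and the glycosylation-blocking control 100, at or above a set limit in every replicate; inconclusive = mean reaches the limit but not every replicate does; inactive = mean below the limit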;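 note: luciferase carries N-glycosylation sites so blocking glycosylation raises the light; 0% = median of neutral control wells and 100% = median of 100 nM tunicamycin wells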
Active calls of the source: *; ? = inconclusive; nt = not tested or not shown. These rows are one share of the data (hit frequency here may not be typical).

SMILES	CaV13 ICDI inh	aDG glyco act	Vif inh	MC4R ag barr	ABCB6 inh MLPCN	MC4R antag cAMP	m5-HT2A agonist	PDI turbidity	H9c2 protect	N-glyco inh
CC(C)N(C(=O)CCl)c1ccccc1	-6.0	0.3	-4.6	0.5	101.0	13.9	5.9	5.6	2.1	1.5
COc1ccc(CCNCc2cc(OC)cc(OC)c2)cc1	-8.7	0.5	21.3	-1.9	96.0	-4.4	-0.2	12.4	1.1	0.7
CC(=NCC1CCCO1)c1c(O)n(C)c(=O)n(C)c1=O (centres undefined)	-8.8	-0.2	-2.4	-1.7	89.0	1.2	-1.1	-8.0	0.6	0.2
OCC1OC(n2cnc3cc(Cl)c(Cl)cc32)C(O)C1O (centres undefined)	-3.8	-0.1	nt	nt	108.0	nt	6.7	nt	0.9	5.7
Cc1ccc(OCC(=O)N2CCN(CC3CC4C=CC3C4)CC2)cc1 (centres undefined)	nt	-0.5	2.8	-2.2	97.0	2.2	-2.9	-8.3	2.4	2.3
N#CC1c2ccccc2-n2nncc2CN1Cc1cc(Cl)cc(Cl)c1 (centres undefined)	-8.8	4.1	nt	-0.8	102.0	20.2	-7.6	-0.2	-28.8	-19.1
O=C(O)CC1OCC=C2CN3CCC45c6ccccc6NC4C1C2CC35 (centres undefined)	-4.6	0.0	-11.2	0.2	99.0	3.3	3.4	-8.7	-0.5	0.9
COc1ccc(CC(=O)Nc2ccc(C#N)c(Cl)c2)cc1S(=O)(=O)N1CCOCC1	-9.8	0.0	1.4	-2.3	87.0	-1.4	-1.8	-18.5	1.5	-2.7
CCCc1nnc(NC(=O)CCC(=O)N2CCN(CCOC(c3ccccc3)c3ccccc3)CC2)s1	-15.5	0.4	6.2	-0.3	102.0	16.5	-7.7	-5.7	2.9	-3.6
Cc1ncc(CN2CCCC(C(=O)c3ccc(C(C)(C)C)cc3)C2)s1 (centres undefined)	5.8	3.2	-0.7	-1.6	99.0	25.1	-0.6	5.2	-19.6	-2.9
Fc1ccc(CCNCc2cccc(Cl)c2)cc1	nt	0.2	7.5	0.5	96.0	1.9	24.2*	-4.9	-1.8	-2.7
COc1ccc(OC)c(CNCCc2ccc(OC)c(OC)c2)c1	-5.6	0.2	0.0	-1.3	107.0	-2.8	-1.3	-0.5	6.8	1.2
Cc1nc2ccccc2c(=O)n1-c1ccccc1C(F)(F)F	-7.2	-0.2	2.6	1.1	101.0	-10.3	5.3	-4.4	-2.5	-0.2
COc1ccc(F)cc1C(=O)C1CCCN(Cc2cnc(C)s2)C1 (centres undefined)	-2.7	0.2	-3.7	1.6	94.0	4.3	-4.2	-7.2	-9.6	2.5
Cc1ccc(OP2(=O)Nc3cc(C)c(C)cc3S2)cc1 (centres undefined)	-5.3	0.1	-1.9	-1.1	107.0	8.1	5.1	-3.7	-12.3	-5.2
COc1ccc(/C=C2\C(=O)NC(=O)N(CCC3=CCCCC3)C2=O)c(OC)c1	-2.3	-0.3	-17.6	-2.9	99.0	-3.7	0.8	4.2	-3.9	0.2
CCCOc1ccc(N2C(=O)CC(N3CC=C(c4ccccc4)CC3)C2=O)cc1 (centres undefined)	-5.1	-0.6	14.3	0.6	100.0	7.9	-4.6	0.4	-5.8	0.5
COc1cccc(NC(=O)N2CCC3(CC2)OCCO3)c1	-4.9	0.0	nt	-1.2	98.0	11.2	-3.6	0.4	-3.1	0.7
Cc1cccnc1-n1c(CN2C(=O)c3ccccc3C2=O)nc2ccccc2c1=O	-4.3	-0.1	-1.4	-3.0	91.0	-0.5	-2.8	-66.0	-4.2	0.4
CCCc1c(C)nc(SCC(=O)C(C)(C)C)nc1OC(=O)N(C)C	-4.6	0.2	-4.8	-2.3	103.0	-0.9	0.8	7.5	-0.3	-1.6
O=c1[nH]c(=S)n(C2CC2)c(O)c1/C=N/Nc1cccc2ccccc12	-10.5	0.2	-8.6	-2.7	114.0	-1.1	-2.3	12.4	9.8	6.7
COc1ccc(-n2c(C)cc(C(=O)C[N+]34CCN(CC3)CC4)c2C)cc1	-5.3	0.0	0.1	2.0	99.0	14.3	-0.5	-4.3	4.5	1.2
CCN1CCN(c2nc3c(c(=O)[nH]2)CCC3)CC1	-4.3	0.1	-0.1	-1.5	105.0	16.7	3.1	-3.6	63.0*	-1.1
Cn1c(O)c(N=Nc2cccc(S(=O)(=O)N3CCOCC3)c2)c(=O)n(C)c1=O	14.6	0.1	-3.6	-2.9	109.0	-17.7	0.3	-11.3	-5.5	5.7
COc1cccc(CCNCc2ccc(SC)cc2)c1	-4.7	0.0	5.6	7.0	100.0	-5.7	6.4	-12.4	2.8	3.1
O=C(O)CCn1cc(C=C2C(=O)NC(=S)NC2=O)c(-c2cccc(Cl)c2)n1	3.2	-0.1	0.5	-1.7	95.0	-7.9	4.1	5.4	1.1	0.8
COc1c(OP2(=S)OCC(C)(C)CO2)cnn(C2CCCCC2)c1=O	-10.6	-0.1	-4.4	nt	98.0	nt	-2.6	nt	-5.3	-1.3
CCOP(=O)(C#CC(C)(C)C)C(O)(c1ccccc1)C(F)(F)F (centres undefined)	-3.4	-0.1	nt	1.7	95.0	0.4	4.7	3.8	-4.2	-1.7
C[C@]12CCC(=O)C[C@H]1CC[C@@H]1[C@@H]2CC[C@]2(C)C(=O)CC[C@@H]12	nt	-0.3	4.7	-0.9	105.0	-1.2	1.8	nt	5.6	-1.6
CN1C(=O)CCC2(C)C1=CCC1C2CCC2(C)C1CCC2(C)O (centres undefined)	-5.5	1.1	5.9	-1.2	100.0	-2.7	3.9	-2.2	-1.1	0.6
Fc1ccc(CNCCc2c[nH]c3ccccc23)cc1	-4.9	0.0	-1.2	0.6	69.0*	0.5	5.7	0.0	0.1	-2.0
CCOC(=O)[C@@H]1[C@H]2COc3ccc(Br)cc3[C@@H]2N2C(=O)N(c3cccc(C)c3)C(=O)[C@]12C	-4.0	0.2	3.9	-0.7	93.0	2.5	-2.8	6.5	-4.5	1.5
Cc1ccc(C)c(C2(O)CC(C)N(C)CC2C)c1 (centres undefined)	-2.4	0.2	-0.8	0.4	90.0	3.3	-1.9	-0.5	9.0	1.1
O=P(NS(=O)(=O)c1ccc(Br)cc1)(Oc1ccccc1)Oc1ccccc1	-8.1	0.3	-2.6	1.0	100.0	-1.4	-4.4	-5.3	-0.3	2.7
CCCC[N+]12CCC(CC1)C(=C(c1ccccc1)c1ccccc1)C2	-2.4	-0.1	0.7	-2.1	97.0	-5.8	2.8	-0.6	-3.6	4.9
Cc1ccc(N2C(=O)NC(=O)/C(=C\c3cc(C)n(-c4sc5c(c4C#N)CCCC5)c3C)C2=O)cc1	-5.0	0.8	-3.5	-1.6	103.0	-7.5	3.4	22.3	-9.4	-9.3
CN1C2CCC1CC(OC(=O)c1ccc([N+](=O)[O-])cc1)C2 (centres undefined)	-4.8	-0.1	-1.7	2.2	97.0	5.8	4.2	-12.5	6.2	2.3
CCOC(=O)CNC(=O)N1Cc2cc(-c3cccc(F)c3)ccc2-n2nncc2C1	-6.6	0.2	-8.3	nt	95.0	nt	11.6	nt	1.1	0.8
O=C(Nc1ccc(C(=O)O)cc1)Oc1ccc(N(CCCl)CCCl)cc1	-9.0	-0.2	0.9	nt	92.0	nt	4.6	nt	-2.7	0.5
CC(=O)c1cn(Cc2ccccc2C#N)c2ccccc12	-3.6	7.5*	-5.8	-0.9	97.0	18.5	-0.1	2.2	-22.7	-1.5
O=C(CCNC(=O)N1C[C@H]2C[C@@H](C1)c1cccc(=O)n1C2)Nc1cccc(Cl)c1	nt	0.0	6.1	-1.1	104.0	18.1	3.3	nt	-1.5	0.8
CCOc1ccccc1N=C1SCCCN1C	-5.4	-0.1	-3.9	-0.5	103.0	9.3	-0.1	-4.4	4.4	0.0
CSCCC(N=Cc1c(O)n(-c2ccc(Cl)cc2)c(=O)[nH]c1=O)C(=O)OC(C)(C)C (centres undefined)	-6.2	-0.1	?	0.0	92.0	2.2	3.1	-3.3	1.2	1.3
COC(=O)C(O)(c1c(C)[nH]c2ccccc12)C(F)(F)F (centres undefined)	-5.1	0.1	3.8	1.1	101.0	10.2	0.7	-6.4	-3.5	0.1
OCC#CC[N+]1(CC#Cc2ccccc2)CCOCC1	-19.1	0.1	-10.1	-1.1	96.0	5.3	-3.3	1.6	7.0	3.9

Taken from above:
Under ABCB6 inh MLPCN, `O=C(Nc1ccc(C(=O)O)cc1)Oc1ccc(N(CCCl)CCCl)cc1` shows 92.0
Under ABCB6 inh MLPCN, `COC(=O)C(O)(c1c(C)[nH]c2ccccc12)C(F)(F)F` (centres undefined) shows 101.0

(continued)
SMILES	CaV13 ICDI inh	aDG glyco act	Vif inh	MC4R ag barr	ABCB6 inh MLPCN	MC4R antag cAMP	m5-HT2A agonist	PDI turbidity	H9c2 protect	N-glyco inh
COc1ccc2nc(NC3=NCCN3)sc2c1	-4.8	0.1	3.1	-2.2	99.0	6.5	1.6	-3.0	-17.9	-9.6
O=C(COc1ccc(Cl)cc1)N1CCN(C/C=C/c2ccccc2)CC1	nt	-0.4	4.8	0.4	92.0	1.1	-2.1	-0.9	-9.6	-2.3
OCC(Cl)CCl (centres undefined)	nt	0.0	5.5	-0.1	102.0	-1.2	0.1	nt	2.5	0.4
CC(C)C[C@H](NC(=O)[C@@H]1CCCN1C(=O)[C@@H](N)Cc1ccc(O)cc1)C(=O)NCC(N)=O	-4.4	5.1	-4.9	-0.8	101.0	2.0	5.9	3.3	-11.4	1.7
CN1C(=O)C(=Cc2cn(CC#N)c3ccccc23)C(=O)N(C)C1=O	-4.9	-0.1	9.4	0.7	95.0	3.5	8.2	4.4	4.9	3.5
O=C1Nc2ccccc2Sc2ccccc21	-6.9	-0.2	-2.6	-3.2	105.0	14.9	-3.2	-5.4	4.4	-1.2
COc1ccc(C(=O)OCC2CN2c2cccc([N+](=O)[O-])c2)cc1 (centres undefined)	-6.4	0.1	nt	nt	95.0	nt	0.6	nt	nt	nt
CN1CCN2c3ccc(N)cc3CC3(C(=O)NC(=O)NC3=O)C2C1 (centres undefined)	-16.6	-0.1	5.6	-1.7	94.0	0.1	2.3	3.8	6.9	2.1
O=C(c1cc(-c2cccnc2)nc2ccc(Cl)cc12)N1CCC2(CC1)OCCO2	-2.1	0.5	6.0	0.6	103.0	-5.5	5.6	-11.8	4.1	-1.9
